DAX1 inh-1 – DAX1 (NR0B1) inhibitors, primary screen, cell-based, HEK293, Gal4-DAX1, luciferase luminescence. Nuclear receptor subfamily 0 group B member 1 (Homo sapiens), P51843. HEK293 Gal4-DAX1 luciferase reporter. inhibition, % at 6.75 µM. 340,000 compounds, 0.99% hits. AID 504766, 2011;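 active = inhibition above the mean over all tested compounds plus 3 SD, cut at about 4.2% in these data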;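 note: 0% = DAX1-transfected cells with DMSO and 100% = empty-vector control cells with DMSO; inhibition shows as a rise in luminescence from relieved DAX1 repression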
ADAM10 inh – human ADAM10 inhibitors, primary screen, biochemical, QFRET, HTS | inhibition, % at 7 µM | Disintegrin and metalloproteinase domain-containing protein 10 (Homo sapiens), O14672 | 370,000 compounds, 0.62% hits | recombinant ADAM10, EDANS/DABCYL FRET peptide cleavage, 3 h | AID 720582, 2013;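 active = inhibition above a per-campaign cutoff equal to the mean of compounds falling between control-based bounds plus 3 SD, cut at about 20% in these data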;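 note: 0% = DMSO wells while the 100% control is not disclosed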
ADAM17 inh – ADAM17 inhibitors, primary screen, biochemical, QFRET; inhibition, % at 6.95 µM; 370,000 compounds, 0.83% hits; Disintegrin and metalloproteinase domain-containing protein 17 (Homo sapiens), P78536; recombinant ADAM17, EDANS/DABCYL FRET peptide cleavage;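 active = inhibition above the mean of compounds lying between control limits plus 3 SD, set per campaign, cut at about 8.5% in these data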;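 note: 0% = DMSO-only wells as the low control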
Target sequence (P78536 215-824 limits assumed): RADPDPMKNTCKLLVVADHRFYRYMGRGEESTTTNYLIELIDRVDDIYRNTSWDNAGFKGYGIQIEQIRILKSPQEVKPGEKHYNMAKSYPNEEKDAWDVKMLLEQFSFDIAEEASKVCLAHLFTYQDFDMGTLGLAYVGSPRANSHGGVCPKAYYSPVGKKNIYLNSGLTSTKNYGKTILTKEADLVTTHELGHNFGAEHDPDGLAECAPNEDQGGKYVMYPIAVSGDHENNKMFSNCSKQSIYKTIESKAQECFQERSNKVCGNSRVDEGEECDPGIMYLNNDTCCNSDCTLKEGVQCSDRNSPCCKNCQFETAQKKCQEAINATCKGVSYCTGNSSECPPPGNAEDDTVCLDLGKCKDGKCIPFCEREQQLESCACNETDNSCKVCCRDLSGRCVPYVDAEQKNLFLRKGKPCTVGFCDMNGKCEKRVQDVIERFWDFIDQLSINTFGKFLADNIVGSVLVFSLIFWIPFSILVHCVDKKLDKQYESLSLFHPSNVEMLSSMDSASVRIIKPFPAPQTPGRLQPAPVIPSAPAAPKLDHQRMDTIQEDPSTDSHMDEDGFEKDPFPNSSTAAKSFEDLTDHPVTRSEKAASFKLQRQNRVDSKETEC
FXN GAA850 act – FXN promoter activators, primary screen, cell-based, luciferase luminescence, HEK293 lucGAA850. HEK293 lucGAA850 FXN promoter luciferase reporter, 24 h; percent of 10 µM SAHA response. activation, % at 6 µM. 360,000 compounds, 0.56% hits. AID 540364, 2011;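 active = activation above the average of all compounds screened plus 3 SD, cutoff fixed separately per campaign, cut at about 7.5% in these data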;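 note: 0% = DMSO wells and 100% = 10 µM SAHA wells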
PLC-gamma1 inh – PLC-gamma1 enzyme inhibitors, primary screen, biochemical, fluorescence, purified enzyme | 1-phosphatidylinositol 4,5-bisphosphate phosphodiesterase gamma-1 (Homo sapiens), P19174 | fluorogenic substrate | inhibition, % at 12.2 µM | 370,000 compounds, 0.84% hits | AID 720700, 2013; in the data active = inhibition above about 9.5%
ssDAF-12 act – S. stercoralis DAF-12 nuclear receptor activators, primary screen, cell-based, luminescence, HEK293, GRIP1 co-expression, lit1-tk-luc; Nuclear hormone receptor DAF-12 (Strongyloides stercoralis); HEK293 ssDAF-12/GRIP1 lit1-tk-luc reporter; % of 3 µM dafachronic acid response; activation, % at 6.8 µM; 370,000 compounds, 1% hits;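 active = activation above the mean over all tested compounds plus 3 SD, cut at about 0.9% in these data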;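 note: 0% = DMSO-only wells and 100% = 3 µM delta7-dafachronic acid wells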
PLCb3 inh – human PLC-beta3 inhibitors, primary screen, biochemical, fluorescence; 1-phosphatidylinositol 4,5-bisphosphate phosphodiesterase beta-3 (Homo sapiens), Q01970; Purified PLC-beta3, fluorogenic substrate; inhibition, % at 12.2 µM; 370,000 compounds, 0.18% hits; in the data active = inhibition above about 11%;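 note: 0% = median of compound wells on plate and 100% = full blocker control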
hgDAF-12 ag – H. glycines DAF-12 receptor agonists, primary screen, cell-based, luminescence, HEK293, GAL4 fusion, UAS-luciferase | Nuclear hormone receptor DAF-12 (Heterodera glycines), GAL4 fusion | HEK293 GAL4-hgDAF12 UAS-luciferase reporter, agonist luminescence; normalized to butyrate control | activation, % at 6.8 µM | 370,000 compounds, 1.8% hits | AID 687014, 2013;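 active = activation above a cutoff set at the mean of all screened compounds plus 3 SD, cut at about 10% in these data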;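 note: 0% = DMSO wells and 100% = sodium butyrate wells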
DAX1 inh-2 – DAX1 (NR0B1) inhibitors on StAR promoter, primary screen, cell-based, luminescence, SF-1 (NR5A1), full-length DAX-1 | AID 652010, 2013 | HEK293T StAR-luciferase reporter, SF-1/DAX-1 repression relief | inhibition, % at 6.8 µM | 370,000 compounds, 1.1% hits;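 active = inhibition above the mean over all tested compounds plus 3 SD, cut at about 3.6% in these data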;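 note: 0% = DAX-1 cells with DMSO and 100% = cells lacking DAX-1 with DMSO; higher inhibition means more luminescence from relief of DAX-1 repression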
sPLA2-III inh – human group III sPLA2 inhibitors, primary screen, biochemical, QFRET, BODIPY PC-A2 liposome substrate | Group 3 secretory phospholipase A2 (Homo sapiens), Q9NZ20 | QFRET BODIPY PC-A2 liposome hydrolysis, fluorescence | inhibition, % at 12.2 µM | 370,000 compounds, 0.56% hits;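 active = inhibition above mean plus 3 SD of compounds lying within the high and low control bounds, cut at about 19% in these data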;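 note: 0% = median of test compound wells and 100% = no enzyme DMSO wells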
Target sequence (Q9NZ20 whole entry, looked up): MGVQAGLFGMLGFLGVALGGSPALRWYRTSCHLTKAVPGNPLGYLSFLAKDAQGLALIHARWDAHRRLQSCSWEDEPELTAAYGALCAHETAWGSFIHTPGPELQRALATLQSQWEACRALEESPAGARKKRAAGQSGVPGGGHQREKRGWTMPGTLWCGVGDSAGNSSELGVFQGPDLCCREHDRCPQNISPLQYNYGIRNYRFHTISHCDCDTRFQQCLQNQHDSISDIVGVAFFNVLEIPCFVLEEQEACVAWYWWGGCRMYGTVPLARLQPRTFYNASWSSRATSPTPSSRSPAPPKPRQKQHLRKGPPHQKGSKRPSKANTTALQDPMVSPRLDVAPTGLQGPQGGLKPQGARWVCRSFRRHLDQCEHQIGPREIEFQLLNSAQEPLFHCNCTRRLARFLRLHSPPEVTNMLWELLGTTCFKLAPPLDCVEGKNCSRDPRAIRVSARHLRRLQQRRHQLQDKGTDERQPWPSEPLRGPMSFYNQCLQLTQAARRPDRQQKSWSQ
hcDAF-12 act – H. contortus DAF-12 nuclear receptor activators, primary screen, cell-based, luminescence, HEK293, lit1-tk-luc reporter; HEK293 hcDAF-12 lit1-tk-luc reporter; 0% DMSO, 100% Δ7-dafachronic acid; activation, % at 6.8 µM; 370,000 compounds, 1.4% hits; AID 652067, 2013;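 active = activation above the mean of all tested compounds plus 3 SD, cut at about 5.5% in these data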;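 note: 100% = response to 3 µM Δ7-dafachronic acid high control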
Active calls of the source: *; i = inactive; . = no result given.

Order of results – DAX1 inh-1	ADAM10 inh	ADAM17 inh	FXN GAA850 act	PLC-gamma1 inh	ssDAF-12 act	PLCb3 inh	hgDAF-12 ag	DAX1 inh-2	sPLA2-III inh	hcDAF-12 act
[1] O=C(CN(c1ccc(F)cc1)S(=O)(=O)c1ccc2c(c1)OCCO2)NCc1cccnc1
    -0.7	-2	-6	4.0	1	-1.0	0	-0.2	0.2	0	-1.7
[2] O=C(C1=C[C@H](c2coc3ccccc3c2=O)C[C@H](OCCCCO)O1)N1CCOCC1
    -0.6	-5	-2	0.0	2	-1.0	1	1.6	-0.2	7	-0.6
[3] Cc1ccc2oc(C(=O)N3CCC(O)(c4ccccc4)CC3)c(C)c2c1
    3.0	5	1	1.9	0	-0.8	-3	2.1	0.4	-7	0.1
[4] CC1CCCN(S(=O)(=O)c2cccc(C(=O)NCC3CCCO3)c2)C1 (stereo not given)
    0.0	6	2	-1.6	0	-1.7	0	-2.1	1.1	-3	-1.2
[5] COc1ccc(CNC(=O)c2cnc(C)cn2)cc1
    -0.3	1	-5	-0.3	0	-0.9	0	0.0	-0.3	2	-0.5
[6] O=C(NC(=S)Nc1ccc(O)cc1)c1cncc(Br)c1
    -1.4	-3	-2	1.2	2	-1.2	-2	1.4	0.7	22*	3.6
[7] O=C(CCn1c(=O)sc2ccccc21)NCCN1CCOCC1
    1.3	-12	-6	-1.0	0	-1.8	0	-3.4	1.6	6	0.7
[8] CN(Cc1cnn(C)c1)C(=O)CC1C(=O)NCCN1Cc1cccc(Oc2ccccc2)c1 (stereo not given)
    0.7	-9	-1	0.8	-5	-1.3	-14	0.9	-0.2	-5	-0.6
[9] O=C(CC1C(=O)NCCN1Cc1cccc(C(F)(F)F)c1)NC1CCOCC1 (stereo not given)
    0.4	-13	-5	0.7	-11	-0.9	-24	-2.2	-0.8	-4	-0.4
[10] O=C(C1CCC1)N1CCc2cc(S(=O)(=O)N3CCCCC3)ccc21
    1.2	9	0	-1.3	4	-1.0	2	-0.5	0.9	5	-1.2
[11] COc1ccc(CCNc2oc(-c3ccc(OC)c(OC)c3)nc2P(=O)(OC)OC)cc1OC
    0.0	i	-315	3.4	-73	-1.4	-94	-4.0	-0.9	-1	-2.9
[12] Cc1ccc(NC(=O)c2cccc(NC(=O)CCC(=O)O)c2)cc1C
    0.1	-1	-2	-1.3	2	-2.1	3	-1.1	0.3	1	-3.7
[13] CCn1nnc2cc(C(=O)Nc3cc(Cl)ccc3C)ccc21
    -0.7	-2	-6	2.5	0	-1.4	-5	-1.6	-0.5	3	-1.6
[14] Cc1ccc(NC(=O)CSCC(=O)OCc2cc(=O)oc3cc(O)ccc23)c(C)c1
    0.5	i	i	1.2	i	-1.3	i	3.1	1.0	-19	-0.8
[15] COc1ccc2[nH]c(=O)c(CN(Cc3ccccc3)Cc3nnnn3CC3CCCO3)cc2c1 (stereo not given)
    1.0	-50	-15	6.4	-6	-1.2	-10	-1.7	0.6	-6	-1.9
[16] O=C(N/N=C/c1ccc(N2CCOCC2)s1)c1ccccc1Br
    3.6	-3	-2	0.2	-6	-1.2	-5	1.8	0.1	5	1.4
[17] CN(Cc1ccccc1)C(=O)CN1CCN(C(c2ccccc2)c2ccccc2)CC1
    0.2	9	3	-1.3	4	-1.9	-3	-2.9	-0.1	0	-1.9
[18] Cn1cnnc1SC1c2cccc3cccc(c23)C1NS(=O)(=O)c1ccccc1 (stereo not given)
    -0.8	5	4	-0.4	-2	-0.6	1	-1.4	-0.4	-6	0.3
[19] COc1ccccc1NC(=O)Cn1cnc2sc(C(=O)Nc3cc(OC)c(OC)c(OC)c3)c(C)c2c1=O
    -0.2	17	-2	-1.2	3	0.6	-5	-3.2	-0.6	-5	3.1
[20] Cc1cccc(C)c1C(O)c1ncc(-c2ccccc2Cl)[nH]1 (stereo not given)
    .	-2	-3	0.7	1	-0.9	0	0.6	0.1	-3	-0.6
[21] C=CCn1c(CSc2ccccc2[N+](=O)[O-])n[nH]c1=S
    0.3	-3	1	0.3	-17	0.3	-29	2.0	0.0	13	1.9
[22] Cc1ccc2[nH]cc(C(=O)CCl)c2c1
    -0.6	-4	-6	-2.5	-6	-0.7	-4	-0.7	-0.9	16	1.3
[23] CCC(NC(=O)c1ccncc1)c1ccccc1 (stereo not given)
    -0.2	2	-2	1.9	-2	-0.8	-2	0.6	0.1	-3	-0.6
[24] Cc1ccc(N(CC2CO2)S(=O)(=O)c2ccc(C)cc2)cc1 (stereo not given)
    -0.1	-6	-3	2.9	-2	-0.7	0	-1.4	0.0	4	-1.3
[25] CCCn1nnc(NC(=S)NC(=O)c2ccccc2OC)n1
    0.5	-6	-4	1.6	-2	-0.5	-8	-0.3	-0.9	13	1.3
[26] Cc1ccc(-n2nnnc2SCC(=O)Nc2c(C)n(C)n(-c3ccccc3)c2=O)cc1
    0.9	5	2	1.8	-1	-1.1	7	-0.6	-0.6	1	-2.0
[27] Cc1ccc2c(c1)C(=O)C(=O)N2Cc1ccccc1
    -0.7	-18	-9	-0.7	-6	-1.2	-5	-0.8	-0.1	14	-0.5
[28] O=C(C(Cl)Cl)N1c2ccccc2OCC1c1ccccc1 (stereo not given)
    -1.1	-7	-1	-3.1	5	-2.4	-1	-3.5	-3.2	6	-1.8
[29] CCCCCCC(=O)NNC(=O)c1c(O)c2ccccc2n(CCC)c1=O
    -0.4	0	-2	1.0	-2	-0.9	-9	-1.0	1.5	-1	-1.4
[30] C=CCn1c(Cc2csc(N)n2)nnc1SCC(=O)Nc1ccc(C(=O)OCC)cc1
    -1.6	2	-1	0.4	0	-2.0	1	-1.8	-0.3	-14	0.1
[31] COc1ccc(CC(=O)Nc2ccccc2N2CCCC2)cc1OC
    -0.3	12	3	3.5	4	-1.0	-3	-2.8	-2.4	6	-3.4
[32] CC(=O)CSc1nnc(-c2ccc(S(=O)(=O)N3CCOCC3)cc2)n1C
    5.4*	0	4	1.7	0	-0.8	-1	0.5	0.3	2	-0.2
[33] CCOc1ccc(C(C)=O)cc1CC(C(N)=O)C(N)=O
    1.0	-3	-5	-1.6	2	-0.7	0	-0.3	-0.2	7	-1.1
[34] Cc1ccc2nc(-c3ccc(C#N)cc3)c(Cc3ccccc3)n2c1
    .	-212	-52	.	-131	-0.9	-176	11*	2.0	-3	3.4
[35] Cn1ncc(Cl)c1C(=O)N1CCN(S(=O)(=O)c2ccc(Cl)s2)CC1
    0.2	0	1	0.6	3	-0.9	-2	-0.2	0.8	-6	1.3
[36] COCCN(C(=O)c1csnn1)C(C(=O)NC1CCCC1)c1ccccc1F (stereo not given)
    2.0	3	2	-1.0	1	-0.8	-1	-1.5	-0.1	0	-0.5
[37] C#CC(C)OCC1CNC(=S)O1 (stereo not given)
    -0.5	-6	-2	0.2	1	-0.8	3	-1.5	-0.4	0	-0.3
[38] COc1cc([N+](=O)[O-])cc(CN2CCCCC2)c1O
    0.4	-1	1	0.2	-1	-1.5	1	0.2	1.5	5	-0.3
[39] O=S(=O)(Nc1cccc(-c2ccc(N3CCCCCC3)nn2)c1)c1cccc(F)c1
    1.0	17	4	4.7	-2	-0.5	-16	5.0	4.6*	-37	0.7
[40] Cc1nc2ccccc2c(=O)n1CCc1ccc(O)cc1
    -1.3	3	-10	-0.1	7	-0.7	-9	3.5	-0.4	9	1.6
[41] COCc1cc(C)nc(Nc2ccccc2OC)c1C#N
    2.4	8	-3	1.3	-4	0.3	-11	-0.5	-0.2	16	2.7
[42] Cc1cc2oc(=O)cc(CN3CCCc4ccccc43)c2cc1C
    -0.6	-14	-9	2.1	-73	-0.1	-126	0.1	0.3	0	4.7
[43] COc1cc2c(cc1OC)CN(C(=O)c1cc3ccccc3oc1=O)CC2
    -0.4	-5	-4	-3.1	-9	-1.1	-11	0.8	-1.2	-1	-1.6
[44] CN1CCN(C(=O)C2CCCN(S(=O)(=O)c3ccc(Cl)cc3)C2)CC1 (stereo not given)
    -0.5	-16	-8	0.4	4	-1.0	-6	-0.4	-0.9	7	-1.6
[45] COc1cccc(/C=N/NC(=O)c2cc(-c3ccccn3)nc3ccccc23)c1O
    -0.7	13	-1	-4.3	-8	-2.5	-18	-8.8	-8.0	-2	-3.3
[46] COC(=O)c1ccc(CSc2nnc(-c3ccncc3)o2)cc1
    1.7	-1	0	0.1	2	-1.1	5	5.5	0.3	-1	-0.9
[47] COC(=O)[C@@]12C[C@@H](CC(=O)NCc3cccc4ccccc34)C(=O)N(Cc3cccc4ccccc34)C1=CCC(C)(C)C2
    .	-18	-6	.	1	-0.3	2	-1.4	-1.1	9	-1.9
[48] COc1cc(OC)cc(C(=O)NCCC(c2ccccc2)c2ccccc2)c1
    1.3	8	3	-0.6	0	-0.8	-5	-2.6	-0.2	-17	-3.5
[49] CC(C)Sc1cc(N2CCCC2)nc(-c2ccc(F)cc2)n1
    0.1	-3	-3	-0.1	1	-1.1	-2	-1.5	-0.4	6	0.8
[50] CCc1c(C)sc(NC(=O)C2CC2c2ccccc2)c1C(N)=O (stereo not given)
    -2.7	3	1	-5.5	-2	-2.1	-4	-6.5	-1.6	-2	-2.2
[51] O=C(NCC1CC1(Cl)Cl)Nc1ccc(Cl)c(Cl)c1 (stereo not given)
    0.6	14	9.5*	5.8	0	-0.3	4	11*	-0.1	-16	-0.5
[52] CCCn1nnnc1NC(=O)c1cccs1
    -0.5	0	-3	-1.1	-1	-1.0	2	0.3	0.0	-3	0.3
[53] CCn1c2ccc(C)cc2c2nnc(NN)nc21
    0.3	0	1	-1.7	-2	-1.6	2	-1.3	-0.6	-1	-1.3
[54] COC(=O)/C(C(C)=O)=C(/C=C/C=C/N(C)C)N(C)C
    0.1	-10	-5	-0.8	-6	-1.8	-11	0.8	0.5	-1	-0.4
[55] Cc1ccc(C)c2[nH]c(=O)c(CN(CCN3CCCC3)C(=O)Nc3cccc(Cl)c3)cc12
    1.9	-21	-10	3.1	-9	0.4	-14	-1.1	-0.2	-16	3.1
[56] C=C1CCN(C(C)C(=O)OC)S(=O)(=O)c2ccccc21 (stereo not given)
    0.4	-4	-3	1.0	0	-1.1	0	0.6	0.1	7	0.4
